CD40 NFkB inh = inhibitors of CD40-induced NF-kB signaling, primary screen, BL2 cells, luciferase reporter, single point. CD40L-induced, 4 h. inhibition, % at 10 µM. 83,000 compounds, 0.94% hits;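 active = mean inhibition of at least 50% with a set share of replicates also reaching that level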;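 note: 0% = neutral control wells and 100% = IKK inhibitor VII at 50 µM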
The depositor's hits bear a star; [ ] = dose if it differs, or a comment. These rows are one share of the data, so the mix of outcomes need not match the whole.

CD40 NFkB inh | mol
-11 | O=C(CN(c1ccc(F)cc1)S(=O)(=O)c1ccc2c(c1)OCCO2)N1CCOCC1
7[25 µM] | C[C@@H]1CCn2cc(nn2)COC[C@H](c2ccccc2)NC1=O
3 | O=C(C[C@@H]1C[C@@H]2c3cc(NC(=O)Nc4ccc(F)cc4)ccc3O[C@@H]2[C@@H](CO)O1)NC1CCCC1
-12[25 µM] | CNC[C@@H]1OCCCC[C@H](C)Oc2ccc(NC(=O)Nc3ccc(OC)cc3)cc2C(=O)N([C@@H](C)CO)C[C@H]1C
-15 | Cc1nc(-c2ccc(NC(=O)c3cccs3)cc2)cs1
2 | COc1cccc(NC(=O)CN(C)C(=O)c2cc(S(=O)(=O)N3CCCCC3)ccc2Cl)c1
7[25 µM] | CC1(C)CC(=O)C(C2C3=C(CC(C)(C)CC3=O)Oc3ccccc32)C(=O)C1 (stereo not drawn)
1 | COc1cc(OC)cc(C(=O)NC(C(=O)Nc2ccc3c(c2)CCC3)C(C)C)c1 (stereo not drawn)
9 | COc1ccc(C)cc1-n1nnnc1SCC1CCCO1 (stereo not drawn)
-57 | CC1CCN(C(=O)COC(=O)C23CC4CC(CC(O)(C4)C2)C3)CC1
7 | COc1ccc(C(=O)Nc2ccccc2C(=O)N/N=C/c2ccncc2)cc1OC
2 | Cc1ccc(OCC(=O)NNC(=O)C2CSC3(C)CCC(=O)N23)cc1 (stereo not drawn)
5[25 µM] | C[C@@H](O)C#Cc1ccc([C@H]2[C@H]3CN(CC4CC4)CCCCN3[C@H]2CO)cc1
-89 | O=C(COC(=O)c1n[nH]c2ccccc12)Nc1ccccc1F
6 | COc1ccccc1CC1(C)C(=O)Nc2c(Cl)cccc21 (stereo not drawn)
12 | O=C(CN(c1ccccc1Cl)S(=O)(=O)c1ccccc1)N/N=C/c1ccccc1C(=O)O
15 | O=C(NCCS(=O)(=O)N1CCN(c2cccc(Cl)c2)CC1)c1ccco1
23 | CCOC(=O)c1sc2ncn(CC(=O)N(CC)CC)c(=O)c2c1C
-1[25 µM] | CCc1nc(N2[C@H](CO)[C@@H](c3ccccc3-c3ccc(F)cc3)[C@@H]2C#N)sc1C
-41 | CC(C)c1ccc(NC(=O)C(=O)C2C(=O)Nc3ccccc32)cc1 (stereo not drawn)
9 | COc1ccc(CN(C)C(=O)C2CSC3(C)CCC(=O)N23)cc1 (stereo not drawn)
-1 | O=c1c2ccccc2n(CC(O)CN2CCCCC2)c2ccccc12 (stereo not drawn)
9 | CCCC(=O)Nc1cc(OC)c(OC)cc1C(=O)O
0 | CC1(C)Cc2nc(NCCCO)c(C#N)cc2CO1

The closing two compounds of the section above lead into the next.
CD40 NFkB inh | mol
9 | CCCC(=O)Nc1cc(OC)c(OC)cc1C(=O)O
0 | CC1(C)Cc2nc(NCCCO)c(C#N)cc2CO1
7[25 µM] | C[C@H]1CN([C@@H](C)CO)C(=O)Cc2cc(NC(=O)Nc3ccc(F)cc3)ccc2O[C@H]1CN(C)S(C)(=O)=O
-3 | COC(=O)c1ccc(S(=O)(=O)N2CCCN(Cc3ccccc3)CC2)n1C
-2[25 µM] | N#C[C@H]1[C@H](c2ccccc2C2=CCCCC2)[C@@H](CO)N1C(=O)CN1CCOCC1
-9 | COc1ccc(S(=O)(=O)N2CCCCCC2)cc1C(=O)N1CCN(c2ccccc2C)CC1
-11 | O=C(NC[C@@H]1N[C@@H](CO)[C@H]1c1ccc(C2=CCCCC2)cc1)c1cccc(F)c1
3[25 µM] | CCCNC(=O)N1CC(=O)N2[C@@H](CO)[C@H](c3ccc(-c4ccc(F)cc4)cc3)[C@@H]2C1
8 | O=C(Nc1ccncc1)c1cccc2ccccc12
1 | CC1(c2ccccc2)NC(=O)N(CC(=O)Nc2ccccc2N2CCCC2)C1=O (stereo not drawn)
-59 | Cc1ccc(-n2c(C)cc(C(=O)COC(=O)c3c(C)noc3C)c2C)cc1
3[25 µM] | FC(F)(F)c1cccc(-c2noc(-c3cc(-c4ccccc4)c(C(F)(F)F)s3)n2)c1
2 | N#C[C@@H]1[C@H](c2ccc(-c3ccccc3F)cc2)[C@H](CO)N1C(=O)C1CC1
-9 | O=CC1=C(N2CCOCC2)/C(=C/c2ccc(Cl)cc2)CC1
-9[25 µM] | O=S(=O)(c1ccccc1)N1C[C@@H]2[C@H](c3ccccc31)[C@H](CO)N2Cc1ccccn1
4 | CN(C)CC(C)(C)CNC(=O)c1cc(Br)cc(Br)c1O
-21 | CC(=NNC(=S)N(Cc1ccccn1)Cc1ccccn1)c1cnccn1
13 | COc1cccc(CN2CCN(Cc3cccc4c3OCO4)CC2CCO)c1 (stereo not drawn)
-1 | O=C(COC(=O)C1CC(=O)N(Cc2ccccc2)C1)c1ccc(F)cc1 (stereo not drawn)
-20 | c1cnc2ccc3ncccc3c2c1
-3 | O=C(/C=C/c1ccco1)OCc1nnc(-c2ccccc2)o1
-4[25 µM] | CN(C)C(=O)C[C@H]1C=C[C@H](NC(=O)c2ccc(F)cc2)[C@H](CO)O1
-5[25 µM] | CCc1cnc(N2[C@H](CO)[C@@H](c3ccc(C#CC(C)C)cc3)[C@@H]2C#N)s1
4 | CC(C)NC(=O)N(C)C[C@@H]1Oc2ccc(N(C)C)cc2C(=O)N(C)C[C@H]1C
-13 | O=C(CCNS(=O)(=O)c1ccccc1)OCc1nnc(-c2ccccc2)o1
0[25 µM] | CNC[C@H]1Oc2cc(C#Cc3ccccc3OC)ccc2S(=O)(=O)N([C@@H](C)CO)C[C@@H]1C
10 | O=S(=O)(N1CCCCC1)N1CCCN(S(=O)(=O)N2CCCCC2)CC1
-1 | COc1ccc(-c2csc(NC(=O)c3c(C)noc3C)n2)cc1F
-15 | CCc1cccc(OCC(=O)Nc2cc(Cl)ccc2-n2cncn2)c1
-3 | O=C(Nc1ccc(F)cc1)c1cccc2c1C(=O)N(Cc1ccccn1)C2
5 | Cc1ccc(NS(=O)(=O)c2cccc(C(=O)NCC(c3ccc(F)cc3)N3CCOCC3)c2)cc1 (stereo not drawn)
16[25 µM] | C[C@@H]1CN([C@H](C)CO)C(=O)CCCn2nncc2CO[C@@H]1CN(C)Cc1cccc(C(F)(F)F)c1
29 | CC(=O)Nc1ccc(NS(C)(=O)=O)cc1
14 | COC(=O)CN(c1ccc(Cl)cc1C)S(C)(=O)=O
-15[25 µM] | N#C[C@H]1[C@H](c2ccc(-c3cncnc3)cc2)[C@@H](CO)N1C(=O)C1CCC1
9 | C=CCOc1ccc(C=NNc2ccc(S(=O)(=O)Nc3ccccc3C(=O)O)cc2[N+](=O)[O-])cc1OC
14 | O=C(c1ccccc1)N1CCN(C(=O)c2ccccc2)CC1
0 | CN1CCN(c2oc(-c3ccccc3)nc2S(=O)(=O)c2ccccc2)CC1

Arranged by length of the SMILES (falling): part of the list above
CD40 NFkB inh | mol
9 | C=CCOc1ccc(C=NNc2ccc(S(=O)(=O)Nc3ccccc3C(=O)O)cc2[N+](=O)[O-])cc1OC
-11 | O=C(NC[C@@H]1N[C@@H](CO)[C@H]1c1ccc(C2=CCCCC2)cc1)c1cccc(F)c1
2 | N#C[C@@H]1[C@H](c2ccc(-c3ccccc3F)cc2)[C@H](CO)N1C(=O)C1CC1
1 | COc1cc(OC)cc(C(=O)NC(C(=O)Nc2ccc3c(c2)CCC3)C(C)C)c1 (stereo not drawn)
0 | CN1CCN(c2oc(-c3ccccc3)nc2S(=O)(=O)c2ccccc2)CC1
6 | COc1ccccc1CC1(C)C(=O)Nc2c(Cl)cccc21 (stereo not drawn)
8 | O=C(Nc1ccncc1)c1cccc2ccccc12

Next section.
CD40 NFkB inh | mol
8 | Cc1cc(NC(=O)CCCC(=O)O)nc(C)n1
5 | O=C(C1CC1)N1C[C@@H]2[C@H](c3ccccc31)[C@H](CO)N2Cc1ccccc1Cl
-2 | CCCC(=O)NCCc1nc2ccccc2n1CCC
64*[25 µM] | C[C@H]1CN([C@@H](C)CO)C(=O)c2c(c3ccccc3n2C)-c2ccccc2CO[C@@H]1CN(C)C(=O)Nc1cccc(C(F)(F)F)c1
-6 | CO[C@@H]1CN(C)C(=O)c2ccc(NC(=O)C3CCCC3)cc2OC[C@@H](C)N(Cc2nccs2)C[C@H]1C
11 | O=C(CNC(=O)Cc1ccccc1)NCc1cccs1
11 | OC(CN(Cc1ccccc1)Cc1ccccc1)c1ccccc1 (stereo not drawn)
14 | O=C(c1ccc(CN2CCOCC2)cc1)N1CCC(Cc2ccccc2)CC1
-56 | CC(NC(=O)Nc1ccc(Br)cc1)C(C)(C)C (stereo not drawn)
-66 | Cc1cscc1-c1cc2nc(NCCCN(C)C)n(C)c(=O)c2s1
2 | CC(=O)Nc1cc(-c2cccc(C(=O)NCCN(C)C)c2)cn2c(-c3ccccc3)cnc12
1[25 µM] | COc1ccc(C#Cc2ccc3c(c2)[C@H]2[C@H](CCN2S(=O)(=O)C2=NC(C)C=N2)[C@@H](CO)N3C)cc1 (stereo partly drawn)
-2 | CCc1cc(C(=O)NCC(c2ccc(OC)cc2)N2CCOCC2)sc1C (stereo not drawn)
0 | CCn1nc(C(=O)NCCc2ccc3c(c2)OCCO3)c2ccccc2c1=O
7[25 µM] | COc1ccc2c3c(n(C)c2c1)[C@H](CO)N(C(=O)CN1CCOCC1)CC31CCN(C(=O)Nc2cccc(F)c2)CC1
0 | Oc1ccc(CCC2CCCCN2Cc2nc(C3CC3)no2)cc1 (stereo not drawn)
-14 | Cc1ccc(C(=O)NCC(=O)OC(C)C(=O)Nc2ccc(N3CCOCC3)cc2)s1 (stereo not drawn)
-5 | O=C(COC(=O)CCCC1=NS(=O)(=O)c2ccccc2N1)Nc1ccccc1
0[25 µM] | CN1C(=O)c2cc(NS(C)(=O)=O)ccc2OC[C@@H]2O[C@H](CC(=O)N3CCOCC3)CC[C@@H]21
-21[25 µM] | C[C@H](CO)N1C[C@H](C)[C@@H](CN(C)C(=O)Nc2ccc(N3CCCCC3)cc2)OCc2cnnn2CCCC1=O
-3[25 µM] | CN(C)C(=O)[C@@H]1[C@@H](CO)[C@@H]2Cn3c(ccc(C4=CCCC4)c3=O)[C@@H]2N1C(=O)Cc1cccnc1
1[25 µM] | COc1ccc(NC(=O)N2CC[C@@H]3[C@H]2c2cc(Br)ccc2N(C)[C@H]3CO)cc1
20[25 µM] | O=C(C[C@H]1CC[C@H]2[C@@H](COC[C@@H](O)CN2Cc2cc(F)ccc2F)O1)NCc1ccc(Oc2ccccc2)cc1
6 | Cc1ccc(NS(=O)(=O)N(C)C)cc1
-18 | CCOC(=O)C1CCN(C(=O)CN(c2ccc3c(c2)OCCO3)S(=O)(=O)c2ccccc2)CC1
-1 | Cn1ccnc1SCC(=O)Nc1ccc(F)c([N+](=O)[O-])c1
2 | Cc1cccc(S(=O)(=O)N2CC[C@@H]3[C@H]2c2cc(C4=CCCCC4)ccc2N[C@@H]3CO)c1
3 | COc1ccc(S(=O)(=O)NNC(=O)c2ccc(-n3c(C)ccc3C)cc2)cc1
-3 | CCOc1ccc(S(=O)(=O)N2CN3CCN(C3)C2)cc1
8 | O=C(NCCc1ccccn1)c1cc(-c2ccc(Cl)cc2)nc2ccccc12
18 | COc1ccc(C(C)=O)cc1COC(=O)CNC(=O)C1CCCCC1
-83 | O=C(Nc1ccc(F)cc1)Nc1nnc(-c2ccco2)s1
9 | CC(C)(C)NC(=O)Nc1cccc(Cl)c1Cl
2 | CN(CC(=O)Nc1ccccc1Cl)C(=O)CN1C(=O)C2CCCCC2C1=O (stereo not drawn)
-14 | O=C(c1cc2ccccc2o1)N1CCC(N2CCC(C(=O)N3CCCC3)CC2)CC1
-2 | NS(=O)(=O)c1ccc(CCNC(=O)COC(=O)CCc2c[nH]c3ccccc23)cc1

Of the compounds above, these contain a COOH group.
CD40 NFkB inh | mol
12 | O=C(CN(c1ccccc1Cl)S(=O)(=O)c1ccccc1)N/N=C/c1ccccc1C(=O)O
9 | CCCC(=O)Nc1cc(OC)c(OC)cc1C(=O)O
9 | C=CCOc1ccc(C=NNc2ccc(S(=O)(=O)Nc3ccccc3C(=O)O)cc2[N+](=O)[O-])cc1OC
8 | Cc1cc(NC(=O)CCCC(=O)O)nc(C)n1

Remaining list, next part:
CD40 NFkB inh | mol
8 | CCC(C)(C)NC(=O)C(c1ccccn1)N(C(=O)c1csnn1)c1ccc(C)c(C)c1 (stereo not drawn)
2 | COCCNS(=O)(=O)c1cccc2cccnc12
0 | Cc1cccc(C)c1NC(=O)CNC(=O)Cn1nc(C)c(C)c(C#N)c1=O
21 | CCN(CC)S(=O)(=O)C1CCS(=O)(=O)C1 (stereo not drawn)
6 | Cc1c(NC(=O)COC(=O)c2ccc(Cl)nc2)c(=O)n(-c2ccccc2)n1C
-6 | O=C(Nc1ccc(C(=O)N2CCCC2)cc1)c1cc(F)c(F)cc1Cl
-5 | CCN1CCCC1CNCC(O)COc1ccc(C(C)(C)C)cc1C (stereo not drawn)
12 | CC(C(=O)N1CCCc2ccccc21)N1CCN(c2ccccn2)CC1 (stereo not drawn)
2 | Cc1ccc(S(=O)(=O)N2CCC[C@H]2C(=O)NCc2ccccc2Cl)cc1
6 | O=C(CCc1c[nH]c2ccccc12)N1CCN(S(=O)(=O)c2ccc(F)cc2)CC1
-4 | CC(=O)c1ccc(N2CCN(C(=O)c3ccc4c(c3)OCO4)CC2)cc1
1 | Cn1c(=O)n(-c2ccccc2)c(=O)c2c3c(sc21)COC(C)(C)C3
4 | Cc1oc(-c2cccc3ccccc23)nc1CN1CCC[C@H]1CO
-14[25 µM] | O=C(Nc1ccccc1F)N1CC(=O)N2[C@H](CO)[C@@H](c3ccc(-c4cccnc4)cc3)[C@@H]2C1
6 | O=C(NC(Cc1ccccc1)C(=O)N1CCN(c2ccccn2)CC1)c1ccco1 (stereo not drawn)
-14 | CCCNC(=O)N1C[C@@H]2[C@H](c3ccccc31)[C@@H](CO)N2CC1CCCCC1
-8 | Cc1noc(C)c1COc1cccc(C(=O)Nc2ccc(OCc3ccccc3)cc2)c1
13 | NNC(=O)COc1cccc2cccnc12
4 | Cc1cccc(N2CCN(C(=O)c3cn4ccccc4n3)CC2C)c1 (stereo not drawn)
12 | Cc1ccc(C(=O)N2CCN(C(=O)c3ccc(C)cc3)C2)cc1

Source: PubChem (Broad Institute)
